# Wee1 degr inh: human Wee1 degradation inhibition, primary screen | P30291 | HeLa Luc-Wee1K328M stability, luciferase luminescence; 100% = proteasome inhibitor MG132 effect | reporter increase, % at 5 µM | 220,000 tested, 1.2% active | AID 1321;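 active = activation above the mean of all tested compounds plus 3 SD, set per screening run, cut at about 8.8% in these data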;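 note: cells exposed to compound for 20 h before luminescence read; 0% = DMSO alone and 100% = MG132 at 30 µM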
# Ba/F3 V617F tox: loss of viability in JAK2V617F-driven Ba/F3 cells. Ba/F3 EpoR-JAK2V617F viability, ATP luminescence. inhibition, % at 5.6 µM. 220,000 tested, 1.1% active;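 active = inhibition above the campaign mean plus 3 SD over all tested compounds, cut at about 24% in these data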;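 note: cytokine-independent growth of Ba/F3 cells driven by EpoR plus mutant JAK2; 0% = DMSO-treated cells and 100% = JAK inhibitor I control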
# TNF death inh: inhibitors of TNF-alpha induced necroptosis in Jurkat FADD-/- cells | AID 463075 | activation (protection from cell death), % at 10 µM | Jurkat FADD-/- TNF necroptosis rescue, ATP luminescence, 24 h; 0 = TNF only, 100 = no-TNF cells | 220,000 tested, 0.068% active;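 active = activation, meaning protection from cell death, of at least 50% relative to plate controls; inactive = activation below 50%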;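 note: necroptosis triggered by 40 ng/mL TNF-alpha added together with compound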
# PPC-1+TRAIL kill: compounds killing PPC-1 cancer cells with TRAIL present (potentiator screen, no TRAIL-free arm); PPC-1 cells + TRAIL, ATPLite viability luminescence; cell killing (% activity), % at 4 µM; 220,000 tested, 0.41% active; AID 1443;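 active = cell killing above 50% in the first pass at 4 µM, then a duplicate retest at 5 µM averaging 50% or more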;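 note: plate controls were cells with TRAIL plus DMSO for no effect and medium-only wells lacking cells for full effect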
# RBBP9 inhibitor: inhibitors of human serine hydrolase RBBP9; AID 1515; recombinant RBBP9, FP-Rh probe fluorescence polarization; inhibition, % at 7.94 µM; O75884; 220,000 tested, 0.2% active;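 active = inhibition above the campaign mean of all tested compounds plus 3 SD, cut at about 14% in these data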;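 note: plate controls were DMSO wells with RBBP9 for no effect and wells lacking RBBP9 protein for full effect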
# Target sequence (O75884 whole entry, looked up): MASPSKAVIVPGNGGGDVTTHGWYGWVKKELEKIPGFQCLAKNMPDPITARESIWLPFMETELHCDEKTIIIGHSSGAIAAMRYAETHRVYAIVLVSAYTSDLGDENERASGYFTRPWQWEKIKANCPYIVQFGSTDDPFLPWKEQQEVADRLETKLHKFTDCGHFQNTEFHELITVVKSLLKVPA
#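 system = RBBP9 protein | input = RBBP9 at 2.5 µM in dispensed solution, before mixing | measured by = fluorescence polarization (mP), excitation 525 nm, emission 598 nm | incubation = enzyme-compound preincubation 30 min, then probe labeling 45 min, 25 °C | buffer or medium = Tris-NaCl-Pluronic buffer, pH 8.0 | compound = single dose 7.94 µM | also added = FP-Rh probe, 375 nM dispensing solution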
# zfTRPN1 agonist: zebrafish TRPN1 (NompC) channel agonism; HEK293 zebrafish TRPN1-YFP, Fluo-8 calcium fluorescence; 100% = response to 87 µM carbachol; activation, % at 3 µM; 220,000 tested, 0.18% active;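 active = activation above its plate's cutoff, the mean activation of test wells on that plate plus 3 SD, cut at about 19% in these data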;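 note: 0% = DMSO alone and 100% = 87 µM carbachol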
#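 Control set: carbachol 87 µM as high control, DMSO as low control; system: HEK293 stable line with zebrafish TRPN1-YFP; read-out: % activation versus carbachol response; detection: intracellular calcium fluorescence with Fluo-8; doses: single test compound dose, 3 µM nominal, 0.3% DMSO; schedule: dye 1 h 37 °C plus 30 min RT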
# TRPML3 ag: human mucolipin-3 channel agonism. 220,000 tested, 0.29% active. activation, % at 3 µM. Q8TDD5. HEK293 TRPML3-YFP, Fluo-8 calcium fluorescence; 100% = the carbachol control signal. AID 1448;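 active = activation above its plate's cutoff, the mean activation of the plate's test wells plus 3 SD, cut at about 12% in these data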;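 note: 0% = DMSO only wells and 100% = carbachol wells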
# Target sequence (Q8TDD5 whole entry, looked up): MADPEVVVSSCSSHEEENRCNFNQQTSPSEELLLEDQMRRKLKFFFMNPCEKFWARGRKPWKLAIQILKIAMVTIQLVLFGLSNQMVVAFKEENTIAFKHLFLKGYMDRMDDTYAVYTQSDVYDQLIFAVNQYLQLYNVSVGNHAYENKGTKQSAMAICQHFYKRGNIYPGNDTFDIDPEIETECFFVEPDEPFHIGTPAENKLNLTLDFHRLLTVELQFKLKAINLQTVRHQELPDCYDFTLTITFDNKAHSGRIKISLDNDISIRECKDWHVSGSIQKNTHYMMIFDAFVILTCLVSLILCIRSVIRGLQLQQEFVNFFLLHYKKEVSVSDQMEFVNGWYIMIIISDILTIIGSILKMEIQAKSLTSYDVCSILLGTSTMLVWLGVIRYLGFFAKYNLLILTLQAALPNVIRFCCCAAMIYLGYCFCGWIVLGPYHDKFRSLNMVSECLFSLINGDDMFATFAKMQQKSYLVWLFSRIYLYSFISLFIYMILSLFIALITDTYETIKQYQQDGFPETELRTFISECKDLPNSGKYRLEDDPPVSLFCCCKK
#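 Test system: TRPML3-YFP stable HEK293 cells. Doses: single point at 3 µM. Incubation: dye loading 1 h 37 °C then 30 min ambient, 125 s read. Signal: Fluo-8 calcium dye fluorescence, ex 470-495, em 515-575 nm. Measure: percent activation from peak-to-basal fluorescence ratio, scaled between DMSO and carbachol.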
# BaF3 parental: parental Ba/F3 viability inhibition as JAK2V617F counter-screen; CellTiter-Glo ATP luminescence; 220,000 tested, 1.1% active; inhibition, % at 5.6 µM; AID 1486;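 active = inhibition above a per-campaign cutoff, the mean inhibition of all tested compounds plus 3 SD, cut at about 27% in these data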;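 note: 0% = DMSO wells and 100% = JAK Inhibitor I control wells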
# CHOP inh: blocks CHOP induction under ER stress; 220,000 tested, 3.8% active; CHO-K1 CHOP-promoter luciferase, tunicamycin-induced, 15-18 h; inhibition, % at 10 µM; AID 2732;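 active = compounds that reduced the stress-induced luciferase reporter signal by more than about 70% of percent inhibition, limit read from the data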;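 note: 0% = tunicamycin plus vehicle and 100% = wells without tunicamycin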
# Numbers without * were called inactive; nt = not tested or not shown. Random draw from the library; 6.8% or so of the library scored in one or more.
SMILES,Wee1 degr inh,Ba/F3 V617F tox,TNF death inh,PPC-1+TRAIL kill,RBBP9 inhibitor,zfTRPN1 agonist,TRPML3 ag,BaF3 parental,CHOP inh
COc1cc(NS(=O)(=O)c2ccc(OC)c(C)c2C)c(OC)cc1Cl,5,57*,-12,-6,-7,-2.2,-1.6,51*,nt
CO/N=C/C(=N\Nc1ccccc1)C(=O)c1ccccc1,5,-1,-0.1,9,-4,-0.8,0.1,3,39
COc1ccc(NC(=O)CN2CCOCC2)cc1,2,-2,0.3,7,2,-0.5,-0.1,5,18
CN(C)CCCNC(=O)/C(=N\O)c1ccccc1,1,2,0.6,13,7,0.8,0.6,6,-2
CC1C/C(=C/c2ccco2)C(=O)/C(=C/c2ccco2)C1 (centres undefined),-4,1,-1.9,22,3,0.4,0.2,2,-10
CCN(CC)C(=O)N1CCN(C(=O)N(CC)CC)CC1,-3,-4,0.7,20,0,-0.9,-0.3,-4,-15
CCC(C)(C)C1CCC2(CC1)NC(CO)(CO)CO2 (centres undefined),1,0,-2.0,-9,-9,0.7,1.1,6,28
Cc1ccccc1S(=O)(=O)N(CC(O)CN1C(=O)NC(C)(C)C1=O)c1ccccc1 (centres undefined),3,-1,0.9,1,-5,0.9,-0.2,-3,-6
COc1ccc(CCN2CC(C(=O)O)CC2=O)cc1 (centres undefined),-1,0,-0.6,-6,3,0.4,0.3,1,4
COC(C(=O)NNC(=O)Cc1ccc(Cl)cc1)c1ccccc1 (centres undefined),-1,0,6.0,25,-9,-0.2,0.2,-3,2
COc1ccc(/C=C/C(=O)OCC(=O)NCCC2=CCCCC2)cc1,0,-6,0.4,21,1,-2.2,-1.1,4,3
O=C(Nc1ccccc1)N1CCCC1c1cccs1 (centres undefined),-1,-2,9.8,-9,-4,-1.9,0.9,1,-7
COCCn1c(C)cc(C(=O)CSc2nnc(C)s2)c1C,-2,-3,1.3,39,-3,1.3,2.6,3,42
O=C1c2ccccc2C(=O)N1Cc1cnc(N2CCN(c3ccccc3)CC2)s1,2,-2,-1.5,1,-3,-0.2,0.8,0,32
CN1CCN(c2ncnc3c2c(-c2ccccc2)cn3-c2ccc(F)cc2)CC1,-1,-1,3.3,11,-8,0.4,0.5,1,-3
O=C1C=C(Nc2cccc(Cl)c2)CC(c2ccco2)C1 (centres undefined),0,-3,-0.1,-5,7,-0.6,1.1,4,33
Cc1c(Cl)cccc1NC(=O)NCc1ccncc1,-3,2,1.7,13,-11,-1.0,0.6,2,19
CCN1C(=O)/C(=C2/Sc3ccccc3N2CC)S/C1=N\c1ncn[nH]1,-3,-2,-3.2,nt,0,-0.4,-0.2,11,1
COC(=O)C1=C(N)Oc2cc(C)n(Cc3cccnc3)c(=O)c2C1c1ccc(OC)c(OC)c1OC (centres undefined),-1,2,-0.2,14,-10,0.0,0.7,4,-1
Cc1cc(=O)c2c(O)c(O)ccc2o1,1,2,-5.9,-7,7,1.4,-0.1,-2,-7
O=C(NCc1ccc2c(c1)OCO2)c1cc([N+](=O)[O-])ccc1N1CCCCC1,2,63*,-2.5,-33,-9,-3.3,-0.1,48*,-26
O=C(Nc1cc(N2CCOCC2)ncn1)c1ccc(F)cc1,-3,0,2.1,6,3,2.1,0.6,5,13
CCOC(=O)N1CCN(S(=O)(=O)c2ccc(F)c(C(=O)Nc3cccc(C)c3C)c2)CC1,3,3,1.0,11,-4,0.2,0.0,8,25
CC1(C)Cc2ccccc2-c2nnc(-c3ccc4ccccc4n3)n21,-2,-4,-2.9,22,-3,-1.5,-1.1,1,21
CSc1nc2c(c(=O)[nH]1)C(c1cccs1)C1=C(CCCC1=O)N2 (centres undefined),0,-1,-0.7,7,-3,-0.2,0.7,5,31
# Further records:
SMILES,Wee1 degr inh,Ba/F3 V617F tox,TNF death inh,PPC-1+TRAIL kill,RBBP9 inhibitor,zfTRPN1 agonist,TRPML3 ag,BaF3 parental,CHOP inh
COc1ccc(CN2CCCC(C(=O)c3cccc(OC(C)C)c3)C2)cc1Cn1cccn1 (centres undefined),0,-1,2.9,12,-10,0.0,0.6,6,37
Cc1ccc2c(C)c(C(=O)Nc3c(C)n(C)n(-c4ccccc4)c3=O)oc2c1C,1,4,0.0,3,-2,-0.9,0.0,11,48
CCNC(=O)COC(=O)c1csc2c1CCCC2,-2,0,0.4,25,-9,1.0,0.8,4,0
Cc1c(NC(=O)c2cccs2)cccc1C(=O)O,-2,-3,0.0,11,0,-0.7,0.4,-1,-28
COc1ccc(C(=O)NC(=O)Nc2ncccc2C)cc1,5,0,-0.9,2,-1,1.5,1.6,4,-14
COc1ccc(NC(=S)c2ccncc2)cc1,1,0,-4.8,18,-13,0.7,1.1,4,13
CC(=O)c1c(O)c(C)c(-c2ccccc2)n(-c2ccccc2)c1=O,-3,-2,-2.8,-2,-8,-2.0,-0.5,-4,33
COc1cccc(OCCCCCN2CCOCC2)c1,2,3,0.4,28,-4,0.8,-0.2,6,5
O=C(c1ccc(Cl)c(Cl)c1)c1cnc(Nc2ccccc2)s1,-2,1,1.8,6,-8,0.5,0.1,3,56
CCn1cc(CNCc2cn(C)nc2-c2ccc(C3CCCCC3)cc2)cn1,1,1,1.2,27,-1,-1.1,0.5,5,3
COc1cccc(CNC(=O)CCC2CCCN(c3cc(C)nc(N(C)C)n3)C2)c1 (centres undefined),6,6,2.9,6,-8,0.5,0.2,10,-19
CCn1cc([C@@H]2C[C@H]3CN(Cc4cccc(Cl)c4)C(=O)[C@]34CCCN24)c(C)n1,-3,-5,0.7,18,-4,1.0,0.2,2,5
COc1cc(S(=O)(=O)NCc2ccccc2)ccc1Br,1,-4,3.2,9,-6,-0.7,-0.2,2,20
Cn1c(SCC(=O)c2ccc3c(c2)NC(=O)CO3)nc2ccccc21,-1,2,-1.4,5,-5,0.3,0.0,1,86*
COc1ccc(S(=O)(=O)NCCN2CCOCC2)c2ccccc12,0,-4,0.7,6,-9,-0.9,0.1,2,33
Cc1cc(C)n(C(CC(=O)O)C(=O)O)n1 (centres undefined),-2,-3,1.1,16,-8,1.4,1.2,2,0
O=C(CCC1CCCCC1)NC1=NCCS1,-3,0,2.7,18,-8,-0.5,1.4,4,20
CCOc1cc(CNc2ccc(N3CCCC3)cc2)cc(Cl)c1OC,0,-2,-15,22,0,-1.1,-0.4,1,-96
Cc1ccc(NC(=O)C2C(c3ccccc3)C=CC(c3ccccc3)C2C(=O)O)cc1 (centres undefined),-1,-2,-0.1,22,-9,-0.6,0.6,1,24
CSc1cccc(NC(=S)NCCCO)c1,1,-1,-1.1,11,2,-0.6,0.2,3,11
Cc1ccc(Cn2ncc3c(N4CCOCC4)ncnc32)cc1,5,-1,-1.2,-1,0,0.0,1.9,-1,9
CCOC(=O)N1CCN(C(=O)Cn2cnc3ccccc3c2=O)CC1,0,-1,-0.2,21,-4,0.9,0.9,7,0
Cc1cc(C(=O)CSc2nnc(N)s2)c(C)n1-c1c(C)n(C)n(-c2ccccc2)c1=O,1,1,-1.1,-8,-2,0.3,1.0,3,18
COc1ccc(/C=N\NC(=O)/C(=C\Nc2nccc(C)n2)NC(=O)c2ccccc2)cc1,-4,4,-0.6,6,-18,3.5,-0.4,2,26
CC(=O)Nc1ccc(S(=O)(=O)N(C)S(=O)(=O)c2ccc(F)cc2)cc1,-2,0,-1.6,12,-4,1.4,-0.1,6,17

# Reprinted from the part before: 2 compounds, then new ones.
SMILES,Wee1 degr inh,Ba/F3 V617F tox,TNF death inh,PPC-1+TRAIL kill,RBBP9 inhibitor,zfTRPN1 agonist,TRPML3 ag,BaF3 parental,CHOP inh
COc1ccc(/C=N\NC(=O)/C(=C\Nc2nccc(C)n2)NC(=O)c2ccccc2)cc1,-4,4,-0.6,6,-18,3.5,-0.4,2,26
CC(=O)Nc1ccc(S(=O)(=O)N(C)S(=O)(=O)c2ccc(F)cc2)cc1,-2,0,-1.6,12,-4,1.4,-0.1,6,17
O=C1N=C(N2CCC(Cc3ccccc3)CC2)S/C1=C/c1cn[nH]c1-c1ccccc1,-2,1,-8.6,9,-14,-0.2,0.0,1,-58
CN(C)CCCN(CCCN(C)C)C(=S)Nc1ccc(S(=O)(=O)N2CCOCC2)cc1,0,2,-1.6,2,-5,1.9,0.1,2,-4
O=C(O)c1ccccc1SCC(=O)N1CCc2ccccc21,-1,2,0.5,24,-1,-0.5,0.6,7,4
CC(C)c1ccc(NC(=O)C(c2ccccc2)N2CCC3(CC2)OCCO3)cc1 (centres undefined),7,0,1.7,15,-13,-0.2,-1.3,5,30
Cc1ccc(NC(=O)CCn2cnc3ccccc3c2=O)cc1Cl,-2,-4,4.2,17,-4,-0.3,0.7,0,31
O=c1oc2ccccc2c(Nc2ccccc2)c1[N+](=O)[O-],-2,-1,-1.7,34,-3,0.7,0.1,1,27
NC1=NN=C(N2N=C(c3ccccc3)CC2(O)C(F)(F)F)n2ncnc2C1 (centres undefined),-3,2,-0.4,7,-4,0.0,0.8,-1,3
CC(NC(=O)Nc1ccccc1)C(c1ccccc1)N1CCOCC1 (centres undefined),-3,-3,0.1,16,-8,0.2,-0.1,0,28
C/C(=N\Nc1nc(-c2ccc(C)cc2C)cs1)c1cc2ccccc2oc1=O,-1,-2,2.3,19,-8,1.6,0.4,4,37
Cc1[nH]c2ccccc2c1C(=O)COC(=O)Cn1c(C(F)(F)F)nc2ccccc21,1,1,1.0,3,-5,5.5,3.4,4,9
CSCCC(NC(=O)c1ccc([N+](=O)[O-])cc1Cl)C(=O)OCC(=O)N(C)C (centres undefined),-1,5,1.1,-17,-2,0.2,0.1,7,18
CCOc1ccccc1OCCOc1cccc(C(F)(F)F)c1,1,-2,-1.2,24,-5,-1.3,-0.7,4,48
CCOC(=O)CC1COCCN1Cc1cn[nH]c1-c1ccc2c(c1)OCO2 (centres undefined),7,2,0.4,-6,-6,2.8,0.6,0,11
CN(C)S(=O)(=O)N1CCC(CO)(Cc2cccc(C(F)(F)F)c2)CC1,0,3,0.8,-4,0,1.3,0.4,9,14
C=CCNc1scc(-c2ccccc2)[n+]1CC=C,-1,-2,1.0,2,-4,-0.1,0.5,1,-28
COc1ccc(OC)c(Nc2ncnc3c2cnn3-c2cccc(C)c2)c1,3,0,-9.5,17,-8,-1.2,-0.1,3,16
COC(=O)CSc1nc(NC#N)nc(NC(C)C)n1,2,-2,-0.7,-10,3,0.6,0.1,-4,-15
O=C(N1CCCCCC1)N1CCN(S(=O)(=O)c2ccccc2)CC1,-1,-3,-0.9,9,1,-0.2,0.0,-2,-26
COc1ccccc1NC(=O)Nc1ncccc1C,-3,1,-4.8,11,7,0.2,0.0,3,-13

# High-throughput results (PubChem BioAssay)
